# Screens: PubChem BioAssay, several laboratories
# RBBP9 inh = human RBBP9 inhibitors, primary screen, biochemical, fluorescence polarization, FP-Rh probe, HTS | recombinant RBBP9 | inhibition, % at 7.94 µM | hit rate 0.2% among 220,000;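 active means inhibition above the campaign mean of all tested compounds plus 3 SD, cut at about 14% in these data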;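 further: plate controls were DMSO wells with RBBP9 for no effect and wells lacking RBBP9 protein for full effect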
#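 Test system: recombinant human RBBP9. Quantity: 2.5 µM RBBP9 dispensing solution, before mixing. Detection: FP readout at 525/598 nm. Reagent: Serine-hydrolase probe FP-Rh, 375 nM pre-mixing. Measure: % inhibition. Control set: DMSO-treated enzyme wells and wells lacking RBBP9. Buffer or medium: Tris-NaCl-Pluronic buffer, pH 8.0. Times: preincubation 30 min plus labeling 45 min at 25 °C.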
# m-calpain inh = inhibitors of pig calpain II, primary screen, biochemical, fluorogenic peptide substrate, 1536-well; purified calpain II, 30 min; inhibition, % at 16 µM; hit rate 0.37% among 220,000; AID 1236, 2008;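 active means inhibition above about 50%, limit read from the data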
# p97 ATPase inh = inhibitors of human p97 ATPase, primary screen, biochemical. Transitional endoplasmic reticulum ATPase (Homo sapiens), P55072. recombinant p97 ATPase, Kinase-Glo ATP luminescence, 3 h. inhibition, % at 8 µM. hit rate 0.42% among 220,000. AID 1481, 2009; in the data active means inhibition above about 15%;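 further: 0% = DMSO vehicle and 100% = wells lacking enzyme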
# Target sequence (P55072 whole entry, looked up): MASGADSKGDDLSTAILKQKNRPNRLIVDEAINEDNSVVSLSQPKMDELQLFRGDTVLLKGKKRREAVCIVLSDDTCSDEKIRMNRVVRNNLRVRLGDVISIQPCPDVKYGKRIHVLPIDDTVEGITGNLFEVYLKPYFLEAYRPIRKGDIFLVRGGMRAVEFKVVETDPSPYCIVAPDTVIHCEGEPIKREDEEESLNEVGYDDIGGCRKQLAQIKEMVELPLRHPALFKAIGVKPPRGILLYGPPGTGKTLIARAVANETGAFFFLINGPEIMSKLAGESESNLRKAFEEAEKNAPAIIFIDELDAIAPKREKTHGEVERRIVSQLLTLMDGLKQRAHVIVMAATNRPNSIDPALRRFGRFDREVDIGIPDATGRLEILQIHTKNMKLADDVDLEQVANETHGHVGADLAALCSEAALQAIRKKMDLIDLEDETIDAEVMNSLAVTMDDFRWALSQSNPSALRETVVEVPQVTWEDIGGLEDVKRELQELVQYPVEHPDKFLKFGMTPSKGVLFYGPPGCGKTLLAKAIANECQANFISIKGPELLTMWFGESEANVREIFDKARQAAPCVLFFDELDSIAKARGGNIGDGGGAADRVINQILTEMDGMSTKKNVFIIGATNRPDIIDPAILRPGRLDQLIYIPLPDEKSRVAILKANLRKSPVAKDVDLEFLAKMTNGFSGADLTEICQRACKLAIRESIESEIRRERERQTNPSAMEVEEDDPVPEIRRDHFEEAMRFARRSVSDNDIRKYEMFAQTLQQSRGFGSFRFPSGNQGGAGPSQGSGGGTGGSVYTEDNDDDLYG
# Runt-SMMHC FRET = inhibitors of RUNX1 Runt–CBFb-SMMHC binding, primary screen, biochemical, FRET, Cerulean-Runt, Venus-CBFb-SMMHC, uHTS. Cerulean-Runt/Venus-CBFb-SMMHC FRET ratio 530/480, 1 h. hit rate 0.74% among 220,000. Runt-related transcription factor 1 (Homo sapiens) + Core-binding factor subunit beta …. inhibition, % at 20 µM;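 active means mean inhibition across duplicate retests at 20 µM reaching about 50%, limit read from the data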;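 further: 0% = DMSO wells and 100% = wells with excess untagged CBFb-SMMHC; inhibitors lower the FRET ratio by blocking Runt binding to CBFb-SMMHC; some results filed as inactive read as strong as hits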
# Furin inh = human furin inhibitors, primary screen, biochemical, fluorescence intensity | inhibition, % at 30 µM | hit rate 0.061% among 220,000 | P09958 | purified furin, fluorogenic substrate cleavage; in the data active means inhibition above about 25%; further: inactives centre near -15
# NCF1 inh = p47phox/p22phox peptide binding inhibitors, primary screen, biochemical, uHTS, NADPH oxidase regulatory subunit | Neutrophil cytosol factor 1 (Homo sapiens), P14598 | fluorescence polarization, 2 h | inhibition, % at 24.7 µM | hit rate 0.53% among 220,000 | AID 1274, 2008;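 active means inhibition above about 30%, limit read from the data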;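 further: 0% = p47phox with labelled peptide and 100% = labelled peptide alone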
# Runt-CBFb FRET = inhibitors of RUNX1 Runt–CBFb binding, primary screen, biochemical, FRET, Cerulean-Runt, Venus-CBFb, uHTS; Runt-related transcription factor 1 (Homo sapiens) + Core-binding factor subunit beta …; Cerulean-Runt/Venus-CBFb FRET ratio 530/480, 1 h; inhibition, % at 20 µM; hit rate 0.46% among 220,000; AID 1496, 2009;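 active means inhibition over about 50% at 20 µM in the single-dose screen, limit read from the data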;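 further: 0% = DMSO wells and 100% = excess unlabeled CBFb competitor control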
#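 Reagent – Venus-CBFb binding partner, 100 nM · Assay system – Cerulean-tagged RUNX1 Runt domain (FRET donor) fusion protein · Input – 100 nM per protein · Incubation – two 1 h room-temperature incubations shielded from light · Measured by – FRET fluorescence · Medium – Tris buffer pH 7.5 with salts and BSA · Benchmarks – unlabeled CBFb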
# TbHK1 inh = Trypanosoma brucei hexokinase 1 inhibitors, primary screen, biochemical, G6PDH-coupled NADH absorbance, MLSCN library | hexokinase 1 [Trypanosoma brucei] | recombinant TbHK1, G6PDH-coupled NADH A340 | inhibition, % at 10 µM | hit rate 0.11% among 220,000;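 active means inhibition of 50% or more in the single-dose primary screen; inactive means inhibition below 50%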
# EBV gp42 block = Epstein-Barr virus gp42 inhibitors, primary screen, biochemical, uHTS, fluorescence polarization | inhibition, % (tested at 21.74 µM) | Glycoprotein 42 (Epstein-Barr virus (strain AG876)), Q1HVG2 | Fluorescence polarization binding assay, mP read-out | hit rate 0.42% among 220,000; in the data active means inhibition above about 50%
# Target sequence (Q1HVG2 whole entry, looked up): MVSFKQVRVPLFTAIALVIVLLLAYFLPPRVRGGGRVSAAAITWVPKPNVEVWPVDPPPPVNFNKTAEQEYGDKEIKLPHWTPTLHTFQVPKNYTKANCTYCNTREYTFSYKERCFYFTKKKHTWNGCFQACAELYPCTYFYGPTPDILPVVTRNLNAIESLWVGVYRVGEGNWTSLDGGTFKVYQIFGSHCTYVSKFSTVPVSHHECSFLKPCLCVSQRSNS
# * marks the source's active call; other numbers are inactive results; . = not tested or not shown; [ ] = remark or other dose.
RBBP9 inh	m-calpain inh	p97 ATPase inh	Runt-SMMHC FRET	Furin inh	NCF1 inh	Runt-CBFb FRET	TbHK1 inh	EBV gp42 block	Structure
.	11.3	.	-0.2	-29.4	-38.1	-0.3	-4.9	-7.6	CC(C)C[C@@H](CSc1ccc(Br)cc1)N1CCN(CC(C)C)CCC1=O
-3.5	-4.6	0.3	3.0	-13.1	1.2	2.2	-9.7	-14.3	CCOC(=O)c1c(-c2ccccc2)csc1NC(=S)N(CC)CC
3.3	19.0	4.6	-1.7	-13.2[20 µM]	1.9	-0.6	2.8	-13.7	CCCOC(=O)Nc1cccc(C(C)=O)c1
-4.1	-35.2	-3.3	16.2	-22.2[20 µM]	-1.5	44.4	-2.0	-7.3	c1ccc2c(c1)nnn2Cc1nnc2sc(-c3ccc4c(c3)OCCO4)nn12
6.9	-0.7	5.8	-1.5	-7.5	-18.1	0.9	-6.3	-32.3	Cc1ccc(C)n1-c1ccc(C(=O)N/N=C/c2ccncc2)cc1
-6.4	-14.6	4.8	1.3	-11.4	-15.0	-0.3	-8.2	-4.9	CC(C)(C)[Si](OCC[C@@H]1C[C@@]1(C)[C@@H](NP(=O)(c1ccccc1)c1ccccc1)c1ccccc1)(c1ccccc1)c1ccccc1
4.2	-8.9	0.2	-1.7	-22.5	2.0	.	-2.8	-3.0	CCOC(=O)c1ccccc1NC(=O)c1cccc([N+](=O)[O-])c1
1.4	-40.2	1.3	2.9	-23.5[20 µM]	-11.2	0.5	24.5	-60.3	COCC(=O)Nc1ccc(Br)cc1
-10.8	24.9	-7.0	-1.5	3.4	-7.6	-1.9	-5.7	2.8	CCOc1ccc(NC(C)C(=O)N/N=C/c2cccs2)cc1 (stereo not drawn)
-1.9	-37.3	5.9	-2.2	-26.9	0.9	1.8	-2.7	3.8	O=C(Nc1ccc(OCC(=O)N2CCOCC2)cc1)Nc1cccc2ccccc12
3.2	16.1	6.6	-1.6	-15.4[20 µM]	1.3	-1.2	2.0	-9.8	Cc1cc(NC(=O)C2CC=CCC2C(=O)O)no1 (stereo not drawn)
2.9	-68.7	12.6	85.4*	-8.4	14.4	115.1*	-15.7	3.9	CN1CCc2c(sc3c2C(=O)NC(c2ccc(-c4cccc(Cl)c4)o2)N3)C1 (stereo not drawn)
-5.6	-11.7	-0.8	-2.2	-17.9	-9.2	0.9	0.6	-28.5	COc1ccc(C)cc1-n1nnnc1SCC1CCCCO1 (stereo not drawn)
-3.9	-51.9	-1.0	-0.7	0.7	-3.5	1.6	-4.8	9.1	CC(=O)c1cccc(NC(=O)COC(=O)c2cccc(N3C(=O)c4ccccc4C3=O)c2)c1
-3.8	14.1	-1.4	-1.6	-5.4	8.5	-1.2	0.9	-5.9	CN(CCCCCNC(=O)/C=N/O)Cc1ccccc1
-8.1	-6.1	1.6	2.6	-27.9[20 µM]	-9.7	-1.4	1.3	6.1	O=C(Nc1ccccc1)O/N=C(\c1ccccc1)c1ccccn1
-1.6	4.0	1.1	3.5	-10.4	-4.5	-4.1	-1.9	-14.7	CCOC(=O)N1CCN(C(=O)c2cnc3n(c2=O)CCS3)CC1
-7.8	25.5	0.4	15.3	-2.2	-4.2	30.2	-12.6	-6.8	O=C(/C=C/c1ccco1)Nc1ccccc1C(=O)O
0.7	-6.3	8.9	-5.1	-18.9	2.6	-0.2	-4.0	-9.6	Clc1cc(Cl)cc(CN2CCSCC2)c1
-0.1	-10.5	1.0	2.7	-10.9[20 µM]	2.4	.	-1.0	3.2	CC(=O)N/N=C/c1cc([N+](=O)[O-])ccc1OCCOc1ccccc1
1.9	27.3	2.8	-2.0	-7.4	-5.4	-0.8	-25.0	-10.9	CS(=O)(=O)N1CCN(c2ccc(NC(=O)c3ccc([N+](=O)[O-])o3)cc2)CC1
-1.8	-44.4	3.5	2.8	-19.4	4.3	-3.2	0.4	-11.6	CC1=NN(c2ccc(C)cc2)C(=O)/C1=C\C=C\c1ccccc1
0.3	-15.2	-2.9	2.4	-26.0	-9.3	-4.4	-3.4	-0.3	CCCCOC(=O)N1CCOCCOCCN(C(=O)OCCCC)CCOCCOCC1
-1.5	-14.2	-2.4	-3.3	-4.3[20 µM]	-7.3	-3.1	-2.3	-25.1	COc1ccc(NC(=O)c2c3c(nc4ccccc24)CCC3)cc1
-12.8	11.8	-0.1	-0.7	-4.0[20 µM]	-6.4	0.0	-5.1	-10.8	CC1CN(S(=O)(=O)c2cccc3nsnc23)CC(C)O1 (stereo not drawn)
-5.8	6.1	1.4	2.6	-9.1	-8.3	-1.7	1.5	-8.0	COc1ccc(C(=O)NCC(=O)OCc2ccc(F)cc2Cl)cc1OC
-6.7	-9.3	4.5	3.0	-19.2[20 µM]	-14.7	1.5	4.0	-12.9	CN1C(=O)NC(NC(=O)C2CCCCC2)(C(F)(F)F)C1=O (stereo not drawn)
-7.6	-328.2	-1.0	-2.1	-17.8	-25.9	2.9	3.6	-6.1	O=C(COC(=O)c1ccccc1Oc1ccccc1)NCc1ccco1
-7.0	13.8	-4.5	1.6	-21.3	-8.4	-2.3	-9.7	10.9	CCNc1cc(S(=O)(=O)C(F)(F)F)ccc1N
-6.9	-30.0	-0.5	2.2	-16.1	-1.0	-0.7	-6.9	-8.7	Cc1sc2ncnc(SCC(=O)N(C)C3CCS(=O)(=O)C3)c2c1C (stereo not drawn)

# Record cards (already shown). Order of values: RBBP9 inh	m-calpain inh	p97 ATPase inh	Runt-SMMHC FRET	Furin inh	NCF1 inh	Runt-CBFb FRET	TbHK1 inh	EBV gp42 block
# O=C(/C=C/c1ccco1)Nc1ccccc1C(=O)O across the screens: -7.8	25.5	0.4	15.3	-2.2	-4.2	30.2	-12.6	-6.8
# CC1CN(S(=O)(=O)c2cccc3nsnc23)CC(C)O1 (stereo not drawn) across the screens: -12.8	11.8	-0.1	-0.7	-4.0[20 µM]	-6.4	0.0	-5.1	-10.8
# CCCOC(=O)Nc1cccc(C(C)=O)c1 across the screens: 3.3	19.0	4.6	-1.7	-13.2[20 µM]	1.9	-0.6	2.8	-13.7
# O=C(COC(=O)c1ccccc1Oc1ccccc1)NCc1ccco1 across the screens: -7.6	-328.2	-1.0	-2.1	-17.8	-25.9	2.9	3.6	-6.1

# Reformatted with bars between the fields: part of the list above.
Molecule | RBBP9 inh | m-calpain inh | p97 ATPase inh | Runt-SMMHC FRET | Furin inh | NCF1 inh | Runt-CBFb FRET | TbHK1 inh | EBV gp42 block
CCCOC(=O)Nc1cccc(C(C)=O)c1 | 3.3 | 19.0 | 4.6 | -1.7 | -13.2[20 µM] | 1.9 | -0.6 | 2.8 | -13.7
O=C(Nc1ccccc1)O/N=C(\c1ccccc1)c1ccccn1 | -8.1 | -6.1 | 1.6 | 2.6 | -27.9[20 µM] | -9.7 | -1.4 | 1.3 | 6.1

# Other compounds follow:
RBBP9 inh	m-calpain inh	p97 ATPase inh	Runt-SMMHC FRET	Furin inh	NCF1 inh	Runt-CBFb FRET	TbHK1 inh	EBV gp42 block	Structure
-1.2	36.0	-3.1	-0.8	-5.7	2.1	-1.6	7.3	-2.7	CC(C)NC(=O)NC(=O)COC(=O)c1ccccc1O
-1.5	-20.6	-0.9	9.8	-21.4[20 µM]	-13.3	9.2	5.7	-2.0	O=C(c1ccco1)N1CCN(c2ncnc3scc(-c4cccs4)c23)CC1
0.3	-343.2	4.5	-52.8	-16.2	-1.4	-22.0	-14.0	-10.1	O=c1c(O)c(-c2ccc3c(c2)OCO3)oc2ccccc12
.	-10.5	.	-0.2	-29.4	-0.3	1.4	-3.7	-17.5	COC(=O)[C@@H]1C[C@@]2(O)[C@@H](O)[C@@H](O)[C@@H](O)C[C@H]2N1Cc1cc(OC)cc(OC)c1
-8.9	-14.0	1.7	2.7	-17.7	-2.0	-4.0	-2.5	-0.3	COc1ccc(CCn2c(C(C)C)nc3c(c(=O)c4ccccc4n3C)c2=O)cc1
1.6	31.3	-4.2	1.1	-11.6[20 µM]	-1.4	0.2	-3.3	-7.9	CCOC(=O)c1ccc(NC(=O)c2ccccc2)cc1
-5.3	19.8	1.3	-0.7	-7.5[20 µM]	2.6	0.9	-22.6	-0.6	CC(=O)c1cccc(NC=C2C(=O)OC3(CCCCC3)OC2=O)c1
-4.2	17.3	4.4	-2.8	-22.7	-2.3	1.6	6.9	-0.2	COc1ccc(OC)c(NC(=O)C2CC(C)=C(C)CC2C(=O)O)c1 (stereo not drawn)
-2.1	-13.0	1.2	-2.5	-20.5	-9.7	-0.7	-5.2	-5.8	O=[N+]([O-])c1cccc(Nc2nc(Cl)nc(Cl)n2)c1
4.2	-18.1	3.2	0.7	-14.6[20 µM]	-1.8	1.2	-18.3	11.2	CCc1nnc(NC(=O)c2nc3nc(C)cc(C)n3n2)s1
-3.8	-8.9	-3.7	-3.6	-12.0	-1.0	1.5	-8.4	13.7	CCOc1ccccc1NC(=O)CC1NCCNC1=O (stereo not drawn)
-9.5	-11.2	-0.8	-1.6	-22.2	-5.0	1.7	-3.3	-5.4	O=C(N1CCCC1)C(F)(F)Oc1ccc(F)cc1
-0.5	-28.1	5.2	-2.7	-3.2	-7.2	-2.1	-6.5	-11.8	COc1cc(-c2cc(C(F)(F)F)n3ncc(C(=O)O)c3n2)cc(OC)c1OC
-3.1	-4.1	4.7	0.8	-8.6	2.2	-0.7	-2.6	-7.6	O=C(NCCc1c[nH]c2ccccc12)/C(=C/c1cccnc1)NC(=O)c1ccco1
4.8	-1.3	0.5	1.8	-13.2	-11.3	-0.5	4.6	-10.2	O=C(Cc1cccc(C(F)(F)F)c1)NCc1cccc(Cl)c1
-5.8	-301.2	4.1	25.7	-36.0	-4.7	25.7	-11.8	11.0	Fc1ccc(-n2c(-c3cccs3)nc3nc4ccccc4nc32)cc1
0.1	8.4	5.9	-2.3	-15.0[20 µM]	-2.1	0.5	-5.8	-0.9	COc1ccc(CCNC(=O)c2cccnc2)cc1
-8.2	-74.4	6.0	13.7	-9.7	-21.4	27.5	8.8	27.5	O=C(O)c1cc(-c2ccco2)nn1-c1ccc(Cl)cc1
-5.6	-18.6	0.1	2.9	-3.6	-0.6	-1.1	9.8	-3.2	Cc1nc(NCC2CCCO2)c2nnn(Cc3ccccc3)c2n1 (stereo not drawn)
-1.9	-8.4	-0.8	1.3	-20.5[20 µM]	15.2	-0.2	4.7	-12.6	CC(NCC(O)COCc1cccs1)C1CC2CCC1C2 (stereo not drawn)
-0.9	-15.1	3.5	2.8	-21.7[20 µM]	8.5	1.6	-3.4	-21.1	O=C(/C=C/c1cccnc1)c1ccc(NC(=O)c2cccc(Br)c2)cc1
-7.7	23.3	-6.6	-1.1	-10.2	0.1	-1.5	22.2	5.0	COc1ccc(C=O)cc1OS(=O)(=O)c1ccc(NC(C)=O)cc1
-6.8	-22.2	1.4	19.1	-23.7	2.4	6.0	-16.3	-3.8	C=CCn1c(CCSCc2ccccc2)n[nH]c1=S
